SIRT5 block: blocks human SIRT5 desuccinylation of peptide. AID 652115. inhibition, % at 15 µM. 330,000 tested, 1.1% active. Purified SirT5, succinyl-peptide AMC, trypsin-coupled fluorescence; in the data active = inhibition above about 15%; inconclusive = no clear call, values can overlap the other calls
Target sequence (Q9NXA8 whole entry, looked up): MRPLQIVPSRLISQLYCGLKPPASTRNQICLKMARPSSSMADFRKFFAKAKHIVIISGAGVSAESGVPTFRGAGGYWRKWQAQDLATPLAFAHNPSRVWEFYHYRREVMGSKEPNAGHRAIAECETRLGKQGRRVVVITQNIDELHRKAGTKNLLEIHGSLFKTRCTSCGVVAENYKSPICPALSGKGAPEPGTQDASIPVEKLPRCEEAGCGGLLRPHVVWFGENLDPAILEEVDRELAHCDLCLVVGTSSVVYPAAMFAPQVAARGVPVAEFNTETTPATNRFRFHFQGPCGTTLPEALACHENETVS
Statin myotox sup: protects C2C12 myotubes from simvastatin toxicity | rescue of ATP level, % at 7.49 µM | AID 602340 | 330,000 tested, 0.78% active | ATP luminescence, 48 h; scaled: DMSO 0, geranylgeraniol control 100;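 active = mean ATP rescue above about 67%, or every replicate alone reaching that limit, limit read from the data, passing the limit was not always enough; inconclusive = no clear call, values can overlap the other calls; inactive = mean under the limit and some replicate under it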;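 note: myotubes were challenged with 10 µM simvastatin during compound exposure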
ERp5 inh: blocks human ERp5 reductase activity on insulin; 350,000 tested, 0.05% active; Q15084; AID 651711; ERp5 insulin aggregation, absorbance 650 nm, 90 min; inhibition, % at 9.99 µM;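 active = mean replicate inhibition above about 25%, with every replicate also reaching it, limit read from the data, passing the limit was not always enough; inconclusive = only one of those two criteria met; inactive = neither criterion met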
Target sequence (Q15084 whole entry, looked up): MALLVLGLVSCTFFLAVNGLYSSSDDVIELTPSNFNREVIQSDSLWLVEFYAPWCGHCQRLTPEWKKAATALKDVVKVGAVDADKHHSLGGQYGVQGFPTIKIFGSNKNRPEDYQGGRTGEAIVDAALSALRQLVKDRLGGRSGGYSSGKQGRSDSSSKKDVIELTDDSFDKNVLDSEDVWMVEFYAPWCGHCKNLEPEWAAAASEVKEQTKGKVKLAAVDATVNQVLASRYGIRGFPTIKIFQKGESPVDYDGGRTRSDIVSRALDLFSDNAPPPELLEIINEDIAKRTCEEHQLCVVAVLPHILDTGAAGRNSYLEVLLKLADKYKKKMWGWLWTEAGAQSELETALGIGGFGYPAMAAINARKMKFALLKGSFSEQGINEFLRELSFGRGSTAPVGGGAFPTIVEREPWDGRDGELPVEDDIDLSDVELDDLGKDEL
esBAF inh: SWI/SNF esBAF complex inhibition; mouse ES cells, Bmi1-luciferase knock-in reporter, 24 h; 100% = twice the neutral-well signal; AID 602393; 350,000 tested, 2% active; reporter increase, % at 12.5 µM; in the data active = activation above about 40%; inconclusive = no clear call, values can overlap the other calls;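 note: 0% = median of the plate's neutral control wells and 100% = double that signal; a rise in the Bmi1 reporter signal indicates esBAF inhibition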
ARNT-TACC3 inh: disrupts binding between human ARNT and TACC3; Q9Y6A5; AlphaScreen His-ARNT PAS-B/GST-TACC3 binding, luminescence; TACC3 fragment carries E629A point mutation; inhibition, % at 9.99 µM; 390,000 tested, 0.66% active; AID 623870;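 active = mean inhibition of replicates at least 50% and at least half of replicates each reaching 50%; inconclusive = half or more replicates reach 50% but mean below 50%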;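 note: 0% = complete ARNT plus TACC3 wells and 100% = ARNT alone without TACC3; many hits fall short of the cut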
Cneo AK release: causes C. neoformans cell lysis; lysis activity, % at 15 µM; AID 651654; adenylate kinase release luminescence, 4 h; normalised: neutral wells 0, clomiphene wells 100; 360,000 tested, 0.2% active;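 active = mean lysis activity across replicates of at least 80%, whatever share of replicates individually reach that level; inactive = mean lysis activity below 80%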
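Material: C. neoformans cells | Amount: Yeast cell density of 5 × 10^6 cells/mL | Medium: Fresh YPD growth medium | Dosing: Single dose | Times: Static 4 h at 37 °C with compound, 1 h detection | Detection: AK luminescence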
miR122 inh: blocks miR-122 activity in Huh7 sensor cells; Huh7 miR-122 Renilla luciferase sensor, 48 h; neutral wells = 0, positive control = 100; 340,000 tested, 0.3% active; activation (reporter increase), % at 12.5 µM; AID 602342;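 active = mean replicate activation score at least 90 and every replicate individually at or above 90; inconclusive = only one of the two criteria met; inactive = neither criterion met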;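 note: higher luciferase means less miR-122 activity so hits act as miR-122 inhibitors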
* hit, by the source's call; ? = inconclusive; · = no result given; [ ] = remark or other dose. Compounds as they come; overall some 4% were active at least once.

SMILES	SIRT5 block	Statin myotox sup	ERp5 inh	esBAF inh	ARNT-TACC3 inh	Cneo AK release	miR122 inh
O=C(NCC[C@H]1CC[C@@H](NC(=O)c2ccc3c(c2)OCO3)[C@@H](CO)O1)Nc1cc(F)ccc1F	1	10	3	7	-1	-2	-3[16.7 µM]
CCCCn1c(N)c(N(CC)C(=O)c2c(CC)noc2C)c(=O)[nH]c1=O	-1	-7	-5	0	9	1	0
CC1(C(=O)NS(=O)(=O)c2ccccc2)CCN1C(=O)CCc1ccccc1 (stereo not drawn)	-2	-1	1	6	·	0	3
O=C(NCc1ccccn1)/C(=C/c1ccco1)NC(=O)c1ccccc1	·	-3	·	-8	12	·	5
O=c1c(C/C=C/c2ccccc2)c(O)ccn1CCc1c[nH]c2ccccc12	0	-3	-4	-8	-2	-1	8
COc1ccccc1NC(=O)CSc1ccc(-c2ccc(-n3ccnc3)cc2)nn1	-5	-5	10	8	10	-1	·
CCOCCCNS(=O)(=O)c1ccc(NC(=O)c2ccc([N+](=O)[O-])cc2Cl)cc1	·	6	6	1	·	10	1
CCNC(=O)[C@H]1[C@H](CO)[C@H]2Cn3c(ccc(-c4ccccc4F)c3=O)[C@@H]1N2CCC(F)(F)F	-19	-3	-5	-3	-6	-2	-2[16.7 µM]
O=C(O)c1ccccc1N1C(=O)C2C3CCC(C3)C2C1=O (stereo not drawn)	1	·	-1	·	-10	·	·
Cc1c(C)n(CCc2ccccc2)c2ncnc(NCCCO)c12	-6	-8	3	?	14	·	·
CCn1c(=O)n(CC)c2cc(NC(=O)CSc3ccc([N+](=O)[O-])cn3)ccc21	-1	-18	-6	-4	-3	-1	-2
CC(C)CC(=O)Nc1ccc(C(=O)NN2C(=O)c3ccccc3C2=O)cc1	·	·	·	·	-2	-1	-1
Cc1cc(C)nc(SCc2ccc(C(=O)N/N=C/c3ccc(C(=O)O)cc3)cc2)n1	3	·	0	·	16	·	·
COc1ccccc1NC1=C(Cl)C(=O)N(c2ccccc2)C1=O	·	·	·	·	-4	-11	-2
COc1ccc(S(=O)(=O)N(C)C[C@@H]2Oc3ncc(/C=C/c4ccccc4)cc3C(=O)N([C@H](C)CO)C[C@H]2C)cc1	·	3	·	4	·	·	-9[16.7 µM]
O=C(NCC[C@H]1CC[C@H](NC(=O)C2CCC2)[C@H](CO)O1)c1ccc(F)cc1	5	-2	16	-1	3	-2	·
O=C(c1nn2c(C(F)(F)F)cc(-c3ccccc3)nc2c1Cl)N1CCOCC1	·	2	·	5	5	3	1
NC(=O)c1ccc(NC(=O)COC(=O)C2CC3C=CC2C3)cc1 (stereo not drawn)	4	-4	-14	-1	-1	1	-2
C[C@@H]1CN([C@@H](C)CO)C(=O)Cc2cc(NC(=O)C3CCCCC3)ccc2O[C@@H]1CN(C)Cc1ccccc1	0	11	2	1	-2	0	-1[16.7 µM]
COCCNC(=O)CN1N=C(c2ccc(OC)cc2)CCC1=O	1	1	2	-5	-7	-5	-3
O=C(Nc1cccc(/C=C/c2ccccn2)c1)c1cc(Cl)ccn1	-1	-91	-1	12	9	-3	-4
CCOc1ccc(C(=O)N2CCN(S(=O)(=O)c3ccc4c(c3)OCCO4)CC2)cc1OCC	0	6	3	-11	-1	11	3
Cc1ccc(NC(=O)NCc2ccc3c(c2)OCO3)c(C)c1	2	0	3	-6	2	0	7
Cc1ccc(OC(=O)CCC(=O)Nc2ccc(Br)cc2)cc1	·	·	·	·	-3	3	-2
Cc1ccc(C)c(NC(=O)CCN2CCOCC2)c1	·	7	·	-10	-2	0	-3
O=C(NN1C(=O)c2ccccc2NC1c1ccccc1OCc1ccccc1)c1ccncc1 (stereo not drawn)	·	11	·	0	3	2	6
Cc1cc([N+](=O)[O-])nn1CC(=O)N/N=C/c1ccccc1Br	-4	·	-4	·	5	·	·
COc1ccccc1C(=O)NCC(=O)n1nc(C)cc1C	·	0	·	-1	-8	-3	-5
COC(=O)C1CCN(C(=O)COC(=O)c2oc3ccccc3c2C)CC1	-5	3	6	-7	-2	-1	-2
O=C(CN1C(=O)NC2(CCCC2)C1=O)OCc1ccc(F)cc1	-6	·	1	·	-3	·	·

Complete entries, looked up by structure. Values in the order: SIRT5 block | Statin myotox sup | ERp5 inh | esBAF inh | ARNT-TACC3 inh | Cneo AK release | miR122 inh
O=C(NN1C(=O)c2ccccc2NC1c1ccccc1OCc1ccccc1)c1ccncc1 (stereo not drawn) as listed: · | 11 | · | 0 | 3 | 2 | 6
NC(=O)c1ccc(NC(=O)COC(=O)C2CC3C=CC2C3)cc1 (stereo not drawn) as listed: 4 | -4 | -14 | -1 | -1 | 1 | -2

Next section:
SMILES	SIRT5 block	Statin myotox sup	ERp5 inh	esBAF inh	ARNT-TACC3 inh	Cneo AK release	miR122 inh
O=C(Cc1c(F)cccc1Cl)NNC(=O)c1ccncc1	-4	-8	?	6	-8	-1	-4
CCCC1(c2ccccc2)NC(=O)N(CC(=O)Nc2ccc(N3CCOCC3)cc2)C1=O (stereo not drawn)	-1	-16	9	2	4	0	-7
CSc1oc(-c2ccccc2)nc1C(N)=O	·	21	·	5	2	-1	-8
CCNC(=O)C[C@H]1CC[C@@H]2[C@@H](COc3ccc(NC(=O)Nc4ccccc4OC)cc3C(=O)N2C)O1	0	-1	·	0	-14	-2	8[16.7 µM]
C[C@H]1CN([C@@H](C)CO)C(=O)c2cc(-c3cccc(F)c3)cnc2O[C@H]1CN(C)Cc1cccc(F)c1	·	26	·	-1	·	·	5[16.7 µM]
CCN1CCN(c2ncc(C(=O)Nc3c(F)cc(F)cc3Br)c3ccccc23)CC1	·	-46	·	3	-4	-5	7
CC(CN1CCCCC1)OC(=O)Cc1ccc(Cl)cc1 (stereo not drawn)	·	-11	·	-15	-6	1	-2
CC(C)(C)n1nnnc1C(c1cccc(C#N)c1)N1CCCCCC1 (stereo not drawn)	·	-7	·	0	·	3	1
O=C1C(Cl)=C(NCC2CCCO2)C(=O)N1C1CCCCC1 (stereo not drawn)	·	5	·	8	3	1	-5
Cc1cc(NC(=O)c2ccc(Cl)cc2)cc(C)c1OCC(=O)N1CCOCC1	-1	-2	-16	18	-4	-9	·
C=C(C)Cn1c(C(C)NC(=O)CCC)nc2ccccc21 (stereo not drawn)	·	2	·	-11	3	-1	0
CC[C@]1(C(=O)OC)[C@H]2C(=O)N(Cc3ccccc3)C(=O)[C@H]2[C@H]2CN=C(SCc3ccc(C#N)cc3)N21	-3	1	6	0	-6	1	-2
O=C(NN=C1CCCCCC1)c1ccc2c(c1)OCO2	-3	10	-92	54*	-1	-1	2
CC1CC(=O)N(CC(=O)Nc2ccc3c(c2)OCO3)c2ccccc2S1 (stereo not drawn)	·	14	·	-3	6	3	14
c1nnc(NC2=NCCC2)s1	·	-3	·	-5	-3	0	2
CN(Cc1ccccc1)C(=O)CCC1CCN(C(=O)c2ccco2)CC1	-7	14	3	-2	·	0	6
CN1C(=O)N(C)c2ccc(Br)c3cccc1c23	5	-8	0	-1	-12	0	-12
COc1ccccc1C(=O)Nc1ccc2c(c1)OC[C@H](C)NC[C@@H](C)[C@@H](OC)CN(C)C2=O	-1	-7	2	-1	1	-21	·
CC(C)C[C@@H](CN(N=O)[C@@H](Cc1ccccc1)CN(C)N=O)N(CCc1ccccc1)N=O	·	-9	-2	-4	-2	-2	-1
Cc1cc(N)n(-c2ncnc3scc(-c4ccc(Cl)cc4)c23)n1	·	7	·	-4	-6	-4	8
CCCC(=O)Nc1ccc2c(c1)OC[C@H](C)N(C(=O)c1ccncc1)C[C@H](C)[C@H](OC)CN(C)C2=O	4	-8	-1	-2	-5	0	-4[16.7 µM]
CCCNC(=O)C1CCN(c2cc(-c3ccccc3)nc3ncnn23)CC1	-4	11	6	-4	-4	1	-30
COc1ccc(C2/C=C\CN(Cc3ccc(N(C)C)cc3)CC(=O)N2Cc2ccc(F)cc2)cc1 (stereo not drawn)	-3	4	4	4	2	1	-1
CCCc1nc2ccccc2c(C(=O)OCC(=O)c2ccc3c(c2)NC(=O)CO3)c1CC	·	-15	·	-2	-3	-2	-15
COc1ccccc1NC(=O)C(C)OC(=O)CCCc1c[nH]c2ccccc12 (stereo not drawn)	1	·	2	·	4	·	2
CCCCCCCCNc1ncnc2ccccc12	·	-40	·	-13	-1	-18	0
CCOC(=O)N1CCN(c2nc3c(C)cccn3c(=O)c2C=O)CC1	-2	0	-1	4	-3	0	-10
COc1ccc(S(=O)(=O)N[C@H]2C=C[C@@H](CC(=O)O)O[C@@H]2CO)cc1	-4	5	-3	-2	-7	5	·
CC(=O)c1ccc(S(=O)(=O)N2CCC(c3nc4ccccc4[nH]3)CC2)cc1	6	-24	6	3	-19	-8	·
COCC#Cc1cnc2c(c1)C(=O)N([C@@H](C)CO)C[C@@H](C)[C@H](CN(C)C(=O)CN1CCOCC1)O2	1	0	-3	-1	-9	0	-2[16.7 µM]

6 compounds already listed, ordered by length of the SMILES, low to high:
SMILES	SIRT5 block	Statin myotox sup	ERp5 inh	esBAF inh	ARNT-TACC3 inh	Cneo AK release	miR122 inh
CCCCCCCCNc1ncnc2ccccc12	·	-40	·	-13	-1	-18	0
CN1C(=O)N(C)c2ccc(Br)c3cccc1c23	5	-8	0	-1	-12	0	-12
CCCNC(=O)C1CCN(c2cc(-c3ccccc3)nc3ncnn23)CC1	-4	11	6	-4	-4	1	-30
CCCc1nc2ccccc2c(C(=O)OCC(=O)c2ccc3c(c2)NC(=O)CO3)c1CC	·	-15	·	-2	-3	-2	-15
COc1ccc(S(=O)(=O)N[C@H]2C=C[C@@H](CC(=O)O)O[C@@H]2CO)cc1	-4	5	-3	-2	-7	5	·
COc1ccccc1C(=O)Nc1ccc2c(c1)OC[C@H](C)NC[C@@H](C)[C@@H](OC)CN(C)C2=O	-1	-7	2	-1	1	-21	·

The results go on:
SMILES	SIRT5 block	Statin myotox sup	ERp5 inh	esBAF inh	ARNT-TACC3 inh	Cneo AK release	miR122 inh
COc1ccc(NC(=O)c2cc(-c3cccs3)on2)cc1OC	·	24	·	10	-13	·	1
O=C(NNC(=O)c1ccccc1O)c1ccccc1O	1	·	1	·	9	·	530*
O=C(Nc1cccc(F)c1)N1C[C@H]2[C@@H](c3ccccc31)[C@H](CO)N2C(=O)c1cccnc1	13	-2	3	6	-1	-5	-19[16.7 µM]
COc1cc(C(=O)OCC(=O)c2cc(C)n(C)c2C)cc(OC)c1OC	·	-13	·	-10	6	1	21
Cn1c(=O)c2sccc2n2c(CCCC(=O)Nc3ccc(F)cc3F)nnc12	-2	20	1	-4	8	-4	·
Cn1c(SCC(=O)N(C2CCCCC2)C2CCCCC2)nnc1-c1cccs1	·	11	·	3	-3	-1	-6
COc1ccc(N2C(=O)CC(N3CCN(c4ccccc4)CC3)C2=O)cc1 (stereo not drawn)	-1	-9	-3	2	-1	1	0
CC(C)NC(=O)Nc1ccc2c(c1)C(=O)N([C@@H](C)CO)C[C@H](C)[C@@H](CN(C)Cc1ccc3c(c1)OCO3)OCCCC[C@H](C)O2	·	·	·	-6	4	0	15[16.7 µM]
Cc1ccc(S(=O)(=O)N2CCN(C3CC(=O)N(c4ccc(F)cc4)C3=O)CC2)cc1C (stereo not drawn)	0	4	-1	-9	5	-2	2
COCCCNC(=O)C(F)(F)C(F)(F)C(=O)NCCCOC	·	4	·	1	0	·	2
COc1ccc2c(c1)Cc1sc(NC(=O)c3ccco3)nc1-2	·	17	·	46*	3	-3	11
O=C(Cn1cnnn1)OCC(=O)c1ccc(Cl)s1	·	0	·	-6	5	7	5
O=C(CCn1c(=O)c2ccccc2n(CC(=O)NCCC2=CCCCC2)c1=O)NCc1ccco1	·	·	·	·	-8	-4	2
CC(=O)NCCNC(=O)C1(C)Cc2c(-c3ccccc3)ccnc2O1 (stereo not drawn)	·	5	-8	-10	·	-1	-1
COc1cc(Cl)ccc1OCc1cc(C(=O)N2CC[C@@H]3CCCC[C@H]3C2)no1	-2	-15	-2	53*	-3	-1	-2
O=C1/C(=C/c2ccccc2F)SC(=S)N1CC(=O)N1CCCCC1c1cccnc1 (stereo not drawn)	-2	3	-1	-2	1	0	8
COc1ccc(S(=O)(=O)Nc2cccc3c2O[C@@H](CN(C)Cc2ccccc2)[C@@H](C)CN([C@@H](C)CO)C3=O)cc1	1	-8	-1	-6	-5	-3	37[16.7 µM]
